# Screening data as filed in PubChem BioAssay.
# tim23-1 inh: tim23-1 yeast growth inhibition | S. cerevisiae tim23-1 growth, BacTiter-Glo luminescence, 24 h | inhibition, % at 20 µM | 330,000 compounds, 1.3% hits;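 active means growth inhibition of the mutant yeast at or above 50%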;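 further: temperature-sensitive mutant grown at 25 °C; plate controls were DMSO-treated mutant yeast for no effect and medium wells lacking yeast for full effect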
# CHOP UPR activ: apoptotic UPR (CHOP) activation; 330,000 compounds, 0.34% hits; CHO-CHOP luciferase reporter, luminescence; percent of tunicamycin response over DMSO baseline; AID 449763; activation, % at 10 µM;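 active means at 10 µM dose, activation of 40% or more, normalized to positive control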;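 further: 100% = tunicamycin at 10 µg/mL and 0% = DMSO alone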
#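 measured by = luciferase luminescence | assay system = CHO-CHOP cells, stable luciferase reporter of PERK-eIF2a-CHOP signalling | amount = 500 reporter cells seeded per well | timing = 6 h compound exposure at 37 °C after overnight seeding | controls = positive tunicamycin 10 µg/mL, negative DMSO alone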
# 697 NFkB inh: lowers PMA/ionomycin-induced NF-kB signal in 697 B cells. 697 B-cell NF-kB luciferase reporter, 16 h. inhibition, % at 4 µM. 330,000 compounds, 0.33% hits. AID 435022; in the data active means inhibition above about 35%
# Mdm2 MdmX PPI: disrupts the human Mdm2-MdmX interaction; O15151+Q00987; inhibition, % at 8 µM; 330,000 compounds, 3% hits; SaOS-2 split-luciferase Mdm2/MdmX complementation, luminescence; AID 485346;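 active means inhibition of at least 50% at 8 µM in the primary screen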
# Target sequence (O15151 whole entry, looked up): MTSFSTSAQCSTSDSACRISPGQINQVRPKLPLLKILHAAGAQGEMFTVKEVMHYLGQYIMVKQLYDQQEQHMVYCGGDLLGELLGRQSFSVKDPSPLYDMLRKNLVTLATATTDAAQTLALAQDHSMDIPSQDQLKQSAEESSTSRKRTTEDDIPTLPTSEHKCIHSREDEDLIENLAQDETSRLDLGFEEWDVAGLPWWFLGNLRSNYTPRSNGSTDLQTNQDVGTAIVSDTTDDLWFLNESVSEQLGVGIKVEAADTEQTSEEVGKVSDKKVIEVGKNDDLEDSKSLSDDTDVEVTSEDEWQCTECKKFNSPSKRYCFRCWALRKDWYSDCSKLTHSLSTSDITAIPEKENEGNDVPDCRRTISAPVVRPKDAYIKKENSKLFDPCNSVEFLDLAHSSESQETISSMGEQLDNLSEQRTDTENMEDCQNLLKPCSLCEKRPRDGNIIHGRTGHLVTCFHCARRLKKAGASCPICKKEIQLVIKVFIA
# Target sequence (Q00987 whole entry, looked up): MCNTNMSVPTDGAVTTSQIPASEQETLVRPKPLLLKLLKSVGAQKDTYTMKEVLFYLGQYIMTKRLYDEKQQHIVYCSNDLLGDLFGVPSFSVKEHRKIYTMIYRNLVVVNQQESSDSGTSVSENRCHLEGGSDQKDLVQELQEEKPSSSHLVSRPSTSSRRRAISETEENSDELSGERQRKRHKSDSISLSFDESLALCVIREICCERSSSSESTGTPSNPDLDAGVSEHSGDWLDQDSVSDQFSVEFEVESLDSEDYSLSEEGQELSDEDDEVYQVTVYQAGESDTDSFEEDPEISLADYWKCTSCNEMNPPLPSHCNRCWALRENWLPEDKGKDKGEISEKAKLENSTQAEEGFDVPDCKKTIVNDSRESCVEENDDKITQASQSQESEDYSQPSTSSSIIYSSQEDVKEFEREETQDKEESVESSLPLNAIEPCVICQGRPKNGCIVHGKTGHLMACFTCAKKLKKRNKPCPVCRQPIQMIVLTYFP
# XBP1 UPR activ: adaptive UPR (XBP1) activation; CHO-XBP1 luciferase reporter, IRE1-XBP1 UPR activation, luminescence; percent of tunicamycin response, DMSO as zero; activation, % at 20 µM; 330,000 compounds, 0.33% hits; AID 463104;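 active means versus positive control, 20 µM dose yields 30% or more activation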;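 further: 100% = tunicamycin at 10 µg/mL and 0% = DMSO only wells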
#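 Assay system: IRE1-XBP1 luciferase reporter CHO line. Input: 1000 cells/well. Buffer or medium: F12 with 10% serum. Doses: 20 µM, 1% DMSO. Times: overnight seeding at 37 °C, 6 h compound treatment at 37 °C. Technique: Steady-Glo luciferase glow luminescence, 10 min after reagent addition.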
# APJ antag: APJ receptor antagonism; 330,000 compounds, 0.32% hits; inhibition, % at 20 µM; CHO-K1 APJ beta-arrestin complementation, luminescence; P35414;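 active means inhibition above about 40% at 20 µM, limit read from the data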;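 further: cells challenged with 10 nM apelin-13 agonist together with compound; plate controls were apelin-13 plus DMSO wells for no effect and DMSO wells lacking apelin-13 for full effect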
# APJ ag: agonists of human APJ apelin receptor; P35414; CHO-K1 APJ PathHunter beta-arrestin, luminescence; 0% DMSO wells, 100% apelin; activation, % at 20 µM; 330,000 compounds, 0.11% hits; AID 2520;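 active means activation more than six SD over the plate average, tested at 20 µM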;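 further: 0% = DMSO alone and 100% = apelin-13 at 10 nM; some results filed as inactive read as strong as hits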
#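 Assay system: engineered CHO-K1 APJ arrestin reporter cells; Amount: 1000 CHO-K1 reporter cells seeded per well; Dosing: one dose, 20 µM compound, 1% DMSO; Times: compound stimulation 90 min at 25 °C, detection 60 min; Measured by: luminescent beta-gal fragment complementation, chemiluminescent substrate; Read-out: APJ–arrestin association signal; Controls: DMSO vs Apelin-13 10 nM.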
# Jurkat NFkB inh: lowers PMA/ionomycin-induced NF-kB signal in Jurkat cells; PMA/ionomycin-induced NF-kB luciferase reporter, luminescence; inhibition, % at 4 µM; 330,000 compounds, 0.53% hits; AID 435003; in the data active means inhibition above about 50%
# The depositor's hits bear a star.
1) O=C(Nc1cccnc1)c1cc(Cl)ccc1Cl
2) O=C(NCc1cccs1)C1CCCN(C(=O)Nc2ccc(F)cc2)C1 (centres undefined)
3) CCOC(=O)c1cnc(SCC(=O)N2CCOCC2)nc1N
4) C=CCNC(=S)N/N=C/c1ccc(-c2ccc(Cl)cc2Cl)o1
5) O=C(CN1CCC2(CC1)OCCO2)c1ccc2cc[nH]c2c1
6) O=C(CCc1nnc(-c2ccccc2)o1)NC1CCCCC1
7) CC1CCN(C(=O)CSc2nc3cccnc3n2C)CC1
8) CCc1nnc(NC(=O)CSc2nnc(COc3ccccc3)n2-c2ccc(C)cc2)s1

assay / entry,1,2,3,4,5,6,7,8
tim23-1 inh,4,-5,8,17,19,0,10,-3
CHOP UPR activ,1.0,2.4,1.3,-3.6,2.4,3.2,1.0,1.6
697 NFkB inh,16,25,8,12,12,-53,-7,4
Mdm2 MdmX PPI,10,10,-6,7,13,-88,-6,2
XBP1 UPR activ,-1,-2,0,-3,-3,1,-3,1
APJ antag,0,4,8,-11,19,-6,3,0
APJ ag,-2,0,-3,-3,-4,3,1,-1
Jurkat NFkB inh,-3,17,0,2,-7,-26,-1,-1

9) O=S(=O)(c1cccs1)N1CCN(S(=O)(=O)c2cccs2)CC1
10) Fc1ccc(CSc2nc3ccccc3[nH]2)cc1
11) OCCN1CCN(c2cc(C(F)(F)F)nc3c(F)cccc23)CC1
12) COc1ccc(OC)c(Nc2nc(-c3ccc(O)c(O)c3)cs2)c1
13) CCOC(=O)C(C)Oc1cccc2c(=O)n(CC(=O)N3CCN(C(=O)OCC)CC3)ccc12 (centres undefined)
14) O=C(C1CCN(Cc2ccc(F)cc2)CC1)N(CCc1ccccc1)Cc1ccccc1
15) CCC(C)Sc1ccc([C@H]2N[C@@](C)(C(=O)OC)[C@H]3C(=O)N(CC)C(=O)[C@@H]23)cc1OC (some centres undefined)
16) CN(CC(=O)Nc1cccc(C(F)(F)F)c1)C1=NS(=O)(=O)c2ccccc21

assay / entry,9,10,11,12,13,14,15,16
tim23-1 inh,0,26,10,50,-4,22,4,12
CHOP UPR activ,-0.3,5.1,0.3,74*,0.0,-0.7,-1.7,0.2
697 NFkB inh,22,-127,-4,-9,2,5,-1,4
Mdm2 MdmX PPI,22,-82,8,50,-26,42,22,-1
XBP1 UPR activ,1,0,4,10,1,-2,-1,-3
APJ antag,-1,5,15,-13,11,-9,9,4
APJ ag,-1,2,-7,6,-1,-5,-3,-2
Jurkat NFkB inh,9,-110,13,50,7,0,-30,-5

17) O=C(Nc1ccc(N2CCCCC2)cc1)c1ccccn1
18) Fc1ccc(NC(=S)NCCc2ccc(Cl)cc2)cc1
19) CC(=O)Nc1c(O)nc(SCc2ccc(Cl)cc2)[nH]c1=O
20) COc1cccc(N(C(=O)c2cccs2)c2nc3ccccc3s2)c1
21) O=C(N1CCN(c2cccc(Cl)c2)CC1)C1(S(=O)(=O)c2ccc(Cl)cc2)CC1
22) Nc1cc2nsnc2cc1Br
23) CCCOC(=O)COC(=O)c1ccccc1NC(=O)c1ccccc1
24) COc1ccccc1NC(=O)CSc1nc2nccnc2c(=O)n1Cc1cccs1

assay / entry,17,18,19,20,21,22,23,24
tim23-1 inh,43,24,9,-2,-20,22,26,6
CHOP UPR activ,-9.2,3.8,1.4,0.7,-0.5,-0.5,-2.8,1.6
697 NFkB inh,21,-35,-10,-27,24,10,-20,-20
Mdm2 MdmX PPI,81*,0,7,-14,3,23,2,8
XBP1 UPR activ,-10,1,-1,-3,-2,-1,-1,-4
APJ antag,-5,-8,12,11,-4,-12,4,-17
APJ ag,-1,-2,1,0,-2,-1,-3,-1
Jurkat NFkB inh,67*,-17,-19,-92,1,-1,-9,-15

25) O=C(NCc1ccc(F)cc1)c1ccc(CS(=O)(=O)Cc2ccccc2F)o1
26) CC(=O)c1ccc(N(CC(=O)NCC2CCCO2)C(=O)CCC(=O)Nc2cc(C)on2)cc1 (centres undefined)
27) CCOC(=O)[C@@H]1[C@H]2COc3ccc(Br)cc3[C@H]2N2C(=O)N(c3ccc(Cl)cc3)C(=O)[C@]12C
28) CC(=O)OC1COC(n2c(O)c(N=NC(N)=S)c3ccccc32)C(OC(C)=O)C1OC(C)=O (centres undefined)
29) COCCNC(=S)N1CCC(NC(=O)C23CC4CC(CC(C4)C2)C3)CC1
30) COc1cccc(-n2c(CN3CCN(c4ccc(C)cc4)C(C)C3)nc3ccc([N+](=O)[O-])cc3c2=O)c1 (centres undefined)
31) NC(=O)C1CCN(C(=O)c2cc(-c3ccc(Cl)cc3)nc3ccccc23)CC1
32) COc1ccc(C2c3[nH]c4ccccc4c3CCN2C(=O)c2ccc(=O)n(C)n2)c(F)c1 (centres undefined)

assay / entry,25,26,27,28,29,30,31,32
tim23-1 inh,-4,9,2,-8,2,-10,11,17
CHOP UPR activ,-1.3,0.8,-0.1,0.6,-2.2,1.2,1.5,1.1
697 NFkB inh,7,-12,14,7,9,-78,13,-29
Mdm2 MdmX PPI,-17,-3,11,28,-2,-4,7,-11
XBP1 UPR activ,-2,-3,0,-6,-2,0,-3,1
APJ antag,-10,5,16,14,-6,-5,3,-8
APJ ag,-3,0,-2,-2,-2,2,1,-3
Jurkat NFkB inh,-6,-13,0,-1,-9,14,7,-35

33) CCOc1cc(/C=C/C(=O)c2ccc3c(c2)OCCO3)ccc1OCC(=O)N(C)C
34) O=C(NCC1CCCO1)c1cc2cc(Cl)ccc2[nH]1 (centres undefined)
35) COc1ccc(S(=O)(=O)Nc2cc(S(=O)(=O)c3ccccc3)c(O)cc2C)cc1
36) COc1cccc(OCc2cc(C(=O)N3CCN(C)C(c4ccccc4)C3)no2)c1 (centres undefined)
37) CC1CCN(c2nc(-c3ccccc3O)nc3ccccc23)CC1
38) Cc1ccccc1NC(=S)NC1(C)CCS(=O)(=O)C1 (centres undefined)
39) CCCCN=Cc1c(C)[nH]n(-c2ccccc2)c1=S
40) Cc1ccc(NC(=O)c2ccc(S(=O)(=O)NCc3ccco3)cc2)cc1

assay / entry,33,34,35,36,37,38,39,40
tim23-1 inh,36,15,19,53*,0,5,11,-8
CHOP UPR activ,1.0,4.3,1.3,3.9,-0.5,1.0,-0.6,0.9
697 NFkB inh,0,-16,11,-54,-9,-22,2,-10
Mdm2 MdmX PPI,55*,-12,-2,-52,-6,1,-15,18
XBP1 UPR activ,-1,0,-1,-2,2,-1,7,3
APJ antag,-4,-5,11,16,6,7,12,-7
APJ ag,0,3,1,-1,-3,-2,-3,-3
Jurkat NFkB inh,42,-8,-8,-32,3,-15,6,5

41) O=C(O)c1ccc(NS(=O)(=O)c2ccc(NC(=O)c3ccccc3Cl)cc2)cc1
42) CCN(CC)c1ccc(-c2nc3cnccn3c2NC2CCCC2)cc1
43) C=CCNC(=O)/C(C#N)=C/c1cc(Br)ccc1OC
44) COc1ccc(C)cc1NC(=O)Nc1cccc(C(=O)O)c1
45) CCn1c(COc2ccc(OC)cc2)nnc1SCc1nc2ccccc2c(=O)[nH]1
46) CCCn1nnc(NC(=O)c2ccc(OC)cc2)n1
47) COc1ccc(CCCc2nnc(SCC(=O)Nc3cc(C)ccc3C)o2)cc1
48) O=C(CN(C(=O)c1nsc(Cl)c1Cl)c1cccc(F)c1)NC1CCCC1

assay / entry,41,42,43,44,45,46,47,48
tim23-1 inh,-10,35,88*,8,0,1,15,22
CHOP UPR activ,1.6,8.6,-0.9,0.9,0.4,3.1,-0.7,-0.5
697 NFkB inh,8,-10,16,10,5,-24,-2,15
Mdm2 MdmX PPI,12,-5,15,-3,22,-8,3,25
XBP1 UPR activ,-2,3,-3,-3,-2,-1,2,0
APJ antag,11,-5,-63,-4,18,-1,-13,-20
APJ ag,0,1,3,-4,-3,-2,-2,-3
Jurkat NFkB inh,3,-15,2,0,-5,-37,4,-3

49) COc1ccc(CC(=O)NNC(=O)c2ccc(NC(C)=O)cc2)cc1
50) CCN1CCN(c2nc(Nc3ccc(C)c(C)c3)nc(N)c2[N+](=O)[O-])CC1
51) CCC(Sc1nc2n[nH]c(C)c2c(=N)n1-c1cc(Cl)ccc1C)C(=O)N1CCOCC1 (centres undefined)
52) O=C(c1ccc(Cl)cc1)n1cnc2ccccc21
53) C/C(CC1(O)C(=O)N(C)c2ccccc21)=N\O (centres undefined)
54) CCOC(=O)Cc1nn(CC)c(=O)c2ccccc12
55) CC(Oc1ccc(Cl)cc1Cl)C(=O)NCCCN1CCOCC1 (centres undefined)
56) Cc1cccc(NC(=O)Nc2ccccn2)c1C
57) CC1(C)Cc2noc(N)c2C(C)(C)N1OC(=O)c1scc2c1OCCO2
58) COc1ccc(NC(=O)CN(C)C(=O)CCCc2nc3ccccc3s2)cc1

assay / entry,49,50,51,52,53,54,55,56,57,58
tim23-1 inh,10,3,1,23,15,3,3,-4,10,6
CHOP UPR activ,-1.8,2.2,-1.4,5.2,-2.8,0.6,1.7,3.1,-2.3,1.1
697 NFkB inh,15,-12,5,5,0,9,-2,-37,-33,-2
Mdm2 MdmX PPI,0,18,2,-5,-1,18,-2,-12,-26,1
XBP1 UPR activ,-1,3,2,-6,1,-1,0,9,-1,0
APJ antag,5,-25,21,12,-21,10,-13,-12,-10,17
APJ ag,-1,-2,3,2,-1,-3,-2,0,1,-4
Jurkat NFkB inh,-3,2,12,-4,-2,10,-12,-40,-21,-7

# Some of these compounds in order of formula weight, falling.
51) CCC(Sc1nc2n[nH]c(C)c2c(=N)n1-c1cc(Cl)ccc1C)C(=O)N1CCOCC1 (centres undefined)
58) COc1ccc(NC(=O)CN(C)C(=O)CCCc2nc3ccccc3s2)cc1
57) CC1(C)Cc2noc(N)c2C(C)(C)N1OC(=O)c1scc2c1OCCO2
50) CCN1CCN(c2nc(Nc3ccc(C)c(C)c3)nc(N)c2[N+](=O)[O-])CC1
55) CC(Oc1ccc(Cl)cc1Cl)C(=O)NCCCN1CCOCC1 (centres undefined)
49) COc1ccc(CC(=O)NNC(=O)c2ccc(NC(C)=O)cc2)cc1
54) CCOC(=O)Cc1nn(CC)c(=O)c2ccccc12

assay / entry,51,58,57,50,55,49,54
tim23-1 inh,1,6,10,3,3,10,3
CHOP UPR activ,-1.4,1.1,-2.3,2.2,1.7,-1.8,0.6
697 NFkB inh,5,-2,-33,-12,-2,15,9
Mdm2 MdmX PPI,2,1,-26,18,-2,0,18
XBP1 UPR activ,2,0,-1,3,0,-1,-1
APJ antag,21,17,-10,-25,-13,5,10
APJ ag,3,-4,1,-2,-2,-1,-3
Jurkat NFkB inh,12,-7,-21,2,-12,-3,10
